Compound activity as filed in PubChem BioAssay.
PostGolgi ctrl = growth inhibition of yeast control strain, primary screen, counter-screen for post-Golgi transport modulator project; efflux-deficient yeast background strain, growth absorbance A615, 16 h; inhibition, % at 10 µM; actives 5% (n = 98,000)
sEH activator = soluble epoxide hydrolase activators, primary screen, biochemical, human sEH; AID 717, 2007; purified human sEH enzymatic activity, activator screen; activation, % at 2 µM; actives 0.04% (n = 91,000); in the data active = activation above about 37%; also: values of inactives mirror those of a sister screen read the other way
PLAP activator = PLAP enzyme activators, biochemical, luminescence, HTS. Alkaline phosphatase, placental type (Homo sapiens), P05187. purified PLAP enzyme, luminescent substrate read-out; hits give high values. activation fold at 20 µM. actives 1.2% (n = 96,000). AID 696, 2007; in the data active = activation fold above about 2
S1P2 ag = S1P2 receptor agonists, primary screen, cell-based | Sphingosine 1-phosphate receptor 2 (Homo sapiens), O95136 | S1P2-expressing cell line, agonist reporter read-out | activation, % at 4.5 µM | actives 0.46% (n = 97,000) | AID 729, 2007; in the data active = activation above about 16%;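 also: 0% = vehicle low control and 100% = maximal reference agonist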
Target sequence (O95136 whole entry, looked up): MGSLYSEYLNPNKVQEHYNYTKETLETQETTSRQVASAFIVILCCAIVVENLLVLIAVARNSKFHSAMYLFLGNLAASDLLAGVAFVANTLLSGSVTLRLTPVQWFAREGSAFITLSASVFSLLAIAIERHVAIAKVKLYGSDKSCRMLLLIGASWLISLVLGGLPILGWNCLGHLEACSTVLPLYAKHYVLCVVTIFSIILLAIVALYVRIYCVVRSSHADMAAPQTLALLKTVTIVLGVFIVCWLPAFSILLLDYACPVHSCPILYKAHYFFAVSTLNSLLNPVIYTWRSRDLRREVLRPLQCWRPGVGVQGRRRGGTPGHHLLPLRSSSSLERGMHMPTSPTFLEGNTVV
E coli WT exp = growth inhibitors of wild-type E. coli, primary screen, strain BW25113, expanded library, OD600. OD600 absorbance. growth inhibition, % at 100 µM. actives 0.15% (n = 98,000). AID 710, 2007;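 active = growth inhibition above about 50% at one test dose, limit read from the data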;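 also: growth measured after 20 h incubation at 37 °C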
CD11b adhes inh = inhibitors of CD11b/CD18 adhesion to fibrinogen, primary screen, K562 cells, luminescence; Integrin beta-2 (Homo sapiens) + Integrin alpha-M (Homo sapiens), P05107+P11215; ATPlite luminescence; Mn2+ added to activate the integrin; inhibition, % at 10 µM; actives 0.54% (n = 93,000); AID 1497, 2009;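 active = primary inhibition of 50% or more at 10 µM, then 40% or more on retest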; also: some results filed as inactive read as strong as hits
Target sequence (P05107 whole entry, looked up, other chains not shown): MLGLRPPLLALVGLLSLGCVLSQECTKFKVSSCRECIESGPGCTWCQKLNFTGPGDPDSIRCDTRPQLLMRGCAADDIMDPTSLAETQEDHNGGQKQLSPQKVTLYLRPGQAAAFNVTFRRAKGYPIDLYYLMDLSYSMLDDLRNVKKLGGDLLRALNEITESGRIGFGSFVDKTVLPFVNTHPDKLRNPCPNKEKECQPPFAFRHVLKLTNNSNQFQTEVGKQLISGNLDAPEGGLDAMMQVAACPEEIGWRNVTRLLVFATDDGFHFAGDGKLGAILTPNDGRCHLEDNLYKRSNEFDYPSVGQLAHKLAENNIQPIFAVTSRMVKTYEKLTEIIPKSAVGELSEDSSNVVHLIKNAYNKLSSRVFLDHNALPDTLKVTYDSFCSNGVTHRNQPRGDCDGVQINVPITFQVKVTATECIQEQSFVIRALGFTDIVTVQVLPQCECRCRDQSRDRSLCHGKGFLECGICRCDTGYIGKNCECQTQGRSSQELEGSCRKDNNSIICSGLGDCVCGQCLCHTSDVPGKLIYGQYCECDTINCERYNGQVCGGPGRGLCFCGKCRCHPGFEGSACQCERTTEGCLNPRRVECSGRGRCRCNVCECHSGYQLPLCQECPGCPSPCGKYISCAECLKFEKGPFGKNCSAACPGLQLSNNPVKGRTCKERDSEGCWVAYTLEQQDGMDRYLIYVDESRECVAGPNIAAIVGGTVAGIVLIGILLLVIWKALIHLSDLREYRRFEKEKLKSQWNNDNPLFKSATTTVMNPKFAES
S1P2 antag = human S1P2 receptor antagonists, primary screen, cell-based | Sphingosine 1-phosphate receptor 2 (Homo sapiens), O95136 | cell-based S1P2 antagonist assay, inhibition at 5 uM | inhibition, % at 5 µM | actives 0.21% (n = 97,000); in the data active = inhibition above about 45%;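 also: CRE beta-lactamase reporter cells expressing human S1P2 stimulated with S1P; 0% = agonist at EC80 alone and 100% = agonist plus reference antagonist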
PostGolgi yeast = phenotypic screen on post-Golgi transport, primary screen. AID 739, 2007. inhibition, % at 10 µM. post-Golgi transport phenotypic cell assay. actives 0.9% (n = 98,000);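 also: yeast cells grown in 1536-well plates; yeast grown about 18 h at 30C before absorbance read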
sEH inhibitor = soluble epoxide hydrolase inhibitors, primary screen, biochemical, human sEH. AID 707, 2007. recombinant human sEH enzymatic activity assay. actives 0.34% (n = 91,000). inhibition, % at 2 µM; in the data active = inhibition above about 80%; also: values of inactives mirror those of a sister screen read the other way; many of its hits are not listed in these tables
* hit, by the source's call; · = no result given. Rule as the data show it, unless noted: active = inhibition above about 30%; inactive = the rest.

Short keys – A = PostGolgi ctrl; B = sEH activator; C = PLAP activator; D = S1P2 ag; E = E coli WT exp; F = CD11b adhes inh; G = S1P2 antag; H = PostGolgi yeast; I = sEH inhibitor
[1] O=C(NCc1cccnc1)C1COc2ccccc2O1 (stereo not drawn)
  A: 11 | B: -10 | C: 0.9 | D: -8 | E: -4 | F: · | G: 20 | H: -5 | I: 9

[2] O=C(NNC1CC(=O)N(c2ccc3c(c2)OCCO3)C1=O)c1ccccc1 (stereo not drawn)
  A: -4 | B: -2 | C: 1 | D: -5 | E: -7 | F: · | G: -12 | H: -5 | I: 4

[3] CC12CCC(C(=O)NCCN3CCCCC3)(CC1=O)C2(C)C (stereo not drawn)
  A: -8 | B: -3 | C: 1.5 | D: 1 | E: -1 | F: 8 | G: -12 | H: 7 | I: 6

[4] COc1ccccc1-c1cc(C(=O)NCc2ccco2)no1
  A: 14 | B: -7 | C: 0.9 | D: -3 | E: -4 | F: -4 | G: 12 | H: 14 | I: 8

[5] COC(=O)CSC1=C(C#N)C(c2ccccc2)CC(=O)N1 (stereo not drawn)
  A: -12 | B: 7 | C: 0.9 | D: -3 | E: 1 | F: -5 | G: -13 | H: 4 | I: -8

[6] COc1cc(-c2nnc(SCC3(c4ccc(Br)cc4)OCCO3)o2)cc(OC)c1OC
  A: 11 | B: -5 | C: 1 | D: -9 | E: -13 | F: 4 | G: -27 | H: -1 | I: 5

[7] CCN(CCCNC(=O)CCNC(=O)Cn1cnc2ccccc2c1=O)c1ccccc1
  A: 0 | B: · | C: 1.3 | D: -4 | E: 0 | F: 7 | G: 2 | H: 1 | I: ·

[8] NC(=O)Cn1c(=O)oc2ccccc21
  A: 1 | B: · | C: 1 | D: 0 | E: -2 | F: -1 | G: -13 | H: 23 | I: ·

[9] CCCCN(C(=O)Cn1nnc2ccccc21)C(C(=O)NCCOC)c1ccccc1 (stereo not drawn)
  A: · | B: -2 | C: · | D: -5 | E: · | F: · | G: -3 | H: · | I: 8

[10] O=C(Nc1nnc(CCN2CCOCC2)s1)c1ccccc1
  A: 7 | B: -3 | C: 0.8 | D: -5 | E: -2 | F: -3 | G: -6 | H: -3 | I: 3

Part of the list above, with values under each structure.
Second line of a record – PostGolgi ctrl, sEH activator, PLAP activator, S1P2 ag, E coli WT exp, CD11b adhes inh, S1P2 antag, PostGolgi yeast, sEH inhibitor
#7 CCN(CCCNC(=O)CCNC(=O)Cn1cnc2ccccc2c1=O)c1ccccc1
 : 0, ·, 1.3, -4, 0, 7, 2, 1, ·
#8 NC(=O)Cn1c(=O)oc2ccccc21
 : 1, ·, 1, 0, -2, -1, -13, 23, ·
#9 CCCCN(C(=O)Cn1nnc2ccccc21)C(C(=O)NCCOC)c1ccccc1 (stereo not drawn)
 : ·, -2, ·, -5, ·, ·, -3, ·, 8
#10 O=C(Nc1nnc(CCN2CCOCC2)s1)c1ccccc1
 : 7, -3, 0.8, -5, -2, -3, -6, -3, 3

Next results.
Short keys – A = PostGolgi ctrl; B = sEH activator; C = PLAP activator; D = S1P2 ag; E = E coli WT exp; F = CD11b adhes inh; G = S1P2 antag; H = PostGolgi yeast; I = sEH inhibitor
[11] COCCCNc1ncnc2nc[nH]c12
  A: 1 | B: 1 | C: 1.2 | D: -8 | E: 2 | F: -7 | G: 23 | H: -2 | I: -3

[12] c1ccc(OCCCc2nc(-c3ccccn3)no2)cc1
  A: -2 | B: 0 | C: 1 | D: -5 | E: 4 | F: -52 | G: -14 | H: 5 | I: -2

[13] Cc1cc(C)c(C#N)c(OCC(=O)c2ccc(Br)cc2)n1
  A: 13 | B: -16 | C: 0.9 | D: -3 | E: 2 | F: -11 | G: -15 | H: 2 | I: 17

[14] Cc1cnc(NC(=O)C(C)N2C(=O)C3CC=CCC3C2=O)s1 (stereo not drawn)
  A: 15 | B: 10 | C: 1.1 | D: -10 | E: 1 | F: -12 | G: -5 | H: -12 | I: -12

[15] C=CCOc1c(Cl)cc(CNc2ccc(N(C)C)cc2)cc1OC
  A: 0 | B: -1 | C: 1.1 | D: -6 | E: 11 | F: · | G: -13 | H: 2 | I: 3

[16] O=C(CSc1ncccn1)N1CCN(C(c2ccccc2)c2ccccc2)CC1
  A: 14 | B: 0 | C: 1.5 | D: -1 | E: 0 | F: 14 | G: 18 | H: -1 | I: 3

[17] O=C(NCc1ccccc1)c1cc2nc(C3CC3)cc(C(F)(F)F)n2n1
  A: 10 | B: -1 | C: 1 | D: -2 | E: -12 | F: 0 | G: -1 | H: -13 | I: 4

[18] CC(C)(C#N)C(C)(C)c1nn[nH]n1
  A: 7 | B: -6 | C: 0.9 | D: -1 | E: -1 | F: -8 | G: -5 | H: -1 | I: 8

[19] O=S(=O)(NCC1OCCc2ccccc21)c1ccc(S(=O)(=O)N2CCOCC2)cc1 (stereo not drawn)
  A: 5 | B: 11 | C: 1.2 | D: -9 | E: -1 | F: -1 | G: 9 | H: 3 | I: -10

[20] O=C(CN1CCN(c2ccc(Cl)cc2)CC1)Nc1ccc(F)cc1
  A: 16 | B: 5 | C: 1.3 | D: -2 | E: -8 | F: 18 | G: 8 | H: -5 | I: -11

[21] Cc1cc(NC(=O)C2CCCCC2)n(-c2nc3ccccc3[nH]2)n1
  A: 12 | B: -2 | C: 1.1 | D: 9 | E: 3 | F: 1 | G: -32 | H: 1 | I: 0

[22] CCc1nnc(NC(=O)CSc2nnc(C)n2CC2CCCO2)s1 (stereo not drawn)
  A: 2 | B: -4 | C: 1.3 | D: -6 | E: -1 | F: -2 | G: 18 | H: -21 | I: 3

[23] Cc1cc(C)c2c(-n3cccc3)c(NC(=O)OC(C)C)sc2n1
  A: 26 | B: -3 | C: 1.1 | D: -6 | E: -5 | F: · | G: -4 | H: 15 | I: 0

[24] O=C(NCCNS(=O)(=O)c1ccccc1)c1cc(OCC(F)(F)F)ccc1OCC(F)(F)F
  A: 9 | B: 1 | C: 1 | D: -2 | E: -7 | F: · | G: 23 | H: -3 | I: 0

[25] Cc1c(NC(=O)/C=C/C(=O)O)cccc1[N+](=O)[O-]
  A: 7 | B: 2 | C: 1 | D: -9 | E: 3 | F: · | G: 17 | H: -2 | I: -1

[26] C=CCc1ccccc1OCCCCN1CCCC1
  A: 3 | B: · | C: 1.1 | D: · | E: 5 | F: -2 | G: · | H: -4 | I: ·

[27] Cc1cc(NC(=O)c2cc(C3CC3)on2)n(-c2ccccc2)n1
  A: 10 | B: 16 | C: 1.2 | D: -7 | E: 2 | F: 14 | G: 1 | H: -4 | I: -17

[28] Cc1ccc2oc(=O)n(CCCOc3ccccc3)c2c1
  A: 10 | B: 2 | C: 0.9 | D: -9 | E: 2 | F: -12 | G: 9 | H: -2 | I: -1

[29] CC(=O)Nc1nonc1-c1nc2ccccc2n1Cc1ccccn1
  A: -1 | B: 4 | C: 1.3 | D: -7 | E: -1 | F: 16 | G: 10 | H: 2 | I: -5

[30] COc1ccc(-c2cc(-c3ccc(OC)cc3)c(C#N)c(SC)n2)cc1
  A: · | B: 11 | C: · | D: -3 | E: · | F: · | G: -12 | H: · | I: -5

[31] CC(/C=C/c1ccccc1)=N\Nc1nc(-c2ccccc2)cs1
  A: 10 | B: 9 | C: 0.9 | D: -2 | E: -9 | F: -22 | G: 24 | H: -5 | I: -6

[32] CC1CCCCN1C(=O)Nc1cccc(Cl)c1 (stereo not drawn)
  A: -2 | B: -11 | C: 0.8 | D: 1 | E: 6 | F: -11 | G: -1 | H: -8 | I: 14

[33] Oc1cnn(-c2ccccc2)c1
  A: 32* | B: 4 | C: 1.1 | D: -9 | E: 6 | F: -26 | G: -11 | H: -7 | I: -4

[34] Cc1cccc(CN2C(=O)CCSc3ccc(Cl)cc32)c1
  A: 28 | B: 11 | C: 1.1 | D: -10 | E: 4 | F: · | G: 7 | H: 8 | I: -11

[35] CCOC(=O)N1CCN(C(=O)CN(c2ccc(OCC)cc2)S(C)(=O)=O)CC1
  A: -3 | B: 2 | C: 1.6 | D: -2 | E: -2 | F: -4 | G: 5 | H: 13 | I: -1

[36] O=C(O)c1ccc(CSCc2ccccc2F)o1
  A: 5 | B: -9 | C: 0.9 | D: -7 | E: -6 | F: · | G: 11 | H: -3 | I: 12

[37] Cc1cc(OCC(=O)Nc2ccc(N3CCCC3)cc2)cc(C)c1Cl
  A: 14 | B: -15 | C: 1.6 | D: -4 | E: -16 | F: -2 | G: 0 | H: 2 | I: 15

[38] CC(=O)Nc1ccc(S(=O)(=O)NCc2ccc(C(=O)NCc3ccc4c(c3)OCO4)cc2)cc1
  A: -1 | B: · | C: · | D: -2 | E: -13 | F: · | G: -6 | H: -2 | I: ·

[39] C/C(=N/NS(=O)(=O)c1ccc(C)cc1)c1cccc(NC(=O)c2cccc(Cl)c2)c1
  A: 0 | B: -2 | C: 1 | D: -14 | E: -6 | F: -4 | G: 19 | H: -8 | I: 4

[40] COc1ccc(-n2c(SCC(=O)NCC3CCCO3)nc3n[nH]c(C)c3c2=N)cc1 (stereo not drawn)
  A: 3 | B: · | C: 1.5 | D: -2 | E: 4 | F: 8 | G: 6 | H: 0 | I: ·

[41] O=C(CNC(=O)c1ccc(Br)o1)NCc1ccc2c(c1)OCO2
  A: 3 | B: 2 | C: 1 | D: -9 | E: 4 | F: 6 | G: 14 | H: -2 | I: -1

[42] Cc1ccc2c(c1)N(CC(=O)NCCc1c[nH]c3ccccc13)C(=O)CO2
  A: 11 | B: -7 | C: 1 | D: -5 | E: -9 | F: -4 | G: 10 | H: -2 | I: 6

[43] Cc1csc(SCC(=O)Nc2cc(S(=O)(=O)N3CCCC3)ccc2Cl)n1
  A: 17 | B: -3 | C: 0.9 | D: -12 | E: 6 | F: 6 | G: -11 | H: 13 | I: 4

[44] COc1ccc(C(=O)Oc2c(CN3CCOCC3)cc(Cl)c3cccnc23)cc1
  A: 19 | B: 3 | C: 2* | D: -4 | E: 7 | F: -4 | G: 2 | H: -6 | I: -5

[45] Nc1c(-c2ccccc2)cnc2ncnn12
  A: 5 | B: 22 | C: 0.9 | D: -2 | E: 8 | F: -8 | G: 1 | H: 1 | I: -21

[46] COc1ccccc1NC(=O)N1CCN(c2cc(-c3ccccc3)nc3ncnn23)CC1
  A: 12 | B: · | C: 1.3 | D: -5 | E: -8 | F: 18 | G: 21 | H: 8 | I: ·

[47] CC(=O)Nc1cc2c(cc1C(=O)c1ccc(C)cc1)OCCO2
  A: 5 | B: -5 | C: 1.1 | D: -1 | E: -2 | F: -2 | G: 7 | H: 1 | I: 8

[48] CC(C)(C)OC(=O)NNC(=O)c1ccc(Cl)cc1
  A: -3 | B: -3 | C: 1.1 | D: -4 | E: 12 | F: -21 | G: -12 | H: -9 | I: 6

[49] CCOCC(=O)N1CCN(c2ccc(F)cc2)CC1
  A: -8 | B: 20 | C: 1 | D: -3 | E: -1 | F: -6 | G: -9 | H: -4 | I: -20

[50] COc1ccc(NC(=O)CN2CCC3(O)CCCCC3C2c2cc(OC)ccc2OC)cc1 (stereo not drawn)
  A: 18 | B: 4 | C: 1.6 | D: -9 | E: 4 | F: -3 | G: -1 | H: 2 | I: -6

[51] Cc1noc(C)c1S(=O)(=O)Nc1ccc(C(=O)NCc2ccccc2)cc1
  A: 1 | B: 7 | C: 1 | D: -2 | E: -2 | F: -12 | G: 5 | H: 1 | I: -5

[52] Cc1cc(C)nc(NC(=O)c2cnc3sccn3c2=O)n1
  A: 5 | B: 4 | C: 0.9 | D: -3 | E: 0 | F: -3 | G: 16 | H: -6 | I: -4

[53] Cc1ccccc1CSc1nc2c(c(=O)[nH]1)CCCC2
  A: 15 | B: 25 | C: 0.9 | D: -2 | E: -4 | F: 3 | G: -17 | H: 20 | I: -25

[54] CC(=O)Nc1ccc(NC(=O)c2cc(C)nn2-c2ccccc2)cc1
  A: -5 | B: -9 | C: 1.1 | D: -2 | E: 0 | F: -32 | G: 2 | H: -17 | I: 9

[55] Cc1cc(C)n2nc(SCC(=O)N(C(C)C)C(C)C)nc2n1
  A: 11 | B: · | C: 1 | D: · | E: -5 | F: -12 | G: · | H: 21 | I: ·

[56] O=C(c1ccccn1)c1conc1C(=O)c1ccc(Br)cc1
  A: -2 | B: -6 | C: 1.1 | D: -5 | E: 31 | F: · | G: 29 | H: -1 | I: 8
